High-throughput results: PubChem, National Center for Advancing Translational Sciences (NCATS)
CBFb-RUNX1 inh = qHTS Assay for Compounds Blocking the Interaction Between CBF-beta and RUNX1 for the Treatment of Acute Myeloid Leukemia; Runt-related transcription factor 1 (Homo sapiens) + Core-binding factor subunit beta …; AlphaScreen CBFb-His/RUNX1-biotin binding, biochemical; Potency, µM (top dose mostly 59.8 µM), inactives show at the top dose activity, negative = inhibition, most hits filed as inhibitors; 230,000 tested, under 10 active; further: % of control where 0% means no effect
Target sequence (Q01196 whole entry, looked up): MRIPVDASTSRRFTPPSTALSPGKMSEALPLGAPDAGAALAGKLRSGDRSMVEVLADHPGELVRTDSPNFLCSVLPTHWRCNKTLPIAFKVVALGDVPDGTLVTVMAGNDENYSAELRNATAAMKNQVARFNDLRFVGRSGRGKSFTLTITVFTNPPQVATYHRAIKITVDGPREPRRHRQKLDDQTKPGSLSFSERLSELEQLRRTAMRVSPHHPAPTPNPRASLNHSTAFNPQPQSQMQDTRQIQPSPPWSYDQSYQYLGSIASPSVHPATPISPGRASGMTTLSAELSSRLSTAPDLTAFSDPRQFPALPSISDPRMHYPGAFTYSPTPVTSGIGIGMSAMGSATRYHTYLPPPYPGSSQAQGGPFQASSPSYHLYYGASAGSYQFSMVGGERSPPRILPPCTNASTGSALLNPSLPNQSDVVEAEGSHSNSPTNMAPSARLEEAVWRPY
Target sequence (Q13951 whole entry, looked up): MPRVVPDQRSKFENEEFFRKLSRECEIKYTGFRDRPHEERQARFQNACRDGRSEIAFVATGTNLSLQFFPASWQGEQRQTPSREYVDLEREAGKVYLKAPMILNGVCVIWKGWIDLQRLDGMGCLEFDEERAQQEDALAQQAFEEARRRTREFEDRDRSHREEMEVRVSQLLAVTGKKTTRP
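AlphaScreen proximity signal reports loss of binding between His-tagged CBF-beta and biotin-labelled RUNX1, each at 30 nM. Proteins are pre-associated for 20 minutes, compounds added for 15 minutes, then beads for 90 minutes, all at ambient temperature.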
LMNA splice mod = qHTS Assay for Modulators of Lamin A Splicing. HeLa LMNA splicing GFP/RFP minigene ratio, 48 h. Potency, µM (series often up to 46.1 µM), for the others: at the top dose ratio change, negative = inhibition, actives largely listed as inhibitors. actives 0.01% (n = 200,000); active means well fitted inhibition curve with a large enough effect in the signal ratio, with a control signal flat, not every such curve was filed as active; inconclusive means small, poorly fitted or top-dose-only effect, or effect the other way, or a change in a side signal; the % refers to the signal ratio; further: potency means the concentration at half of the fitted maximal effect; on the % scale 0 is the no-effect control and ±100 the full control effect
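Read-out is the ratio of GFP to DsRed2 object intensity, acquired by 488 nm laser-scanning cytometry on HeLa lamin A-EGFP minigene reporter cells. Compound incubation 48 hrs at 37 °C in Opti-MEM with 2% FBS; DMSO 0.5% final.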
KinaseGlo FLuc = Counterscreen for Luciferase (Kinase-Glo TM) Inhibition | actives 0.28% (n = 200,000) | Potency, µM (highest dose often 38.3 µM), without a hit: at the top dose activity change, negative = inhibition, actives largely listed as inhibitors | Kinase-Glo luciferase, ATP luminescence, 8 min; further: potency means the concentration at half of the fitted maximal effect; on the % scale 0 is the no-effect control and ±100 the full control effect; nearly all actives have a fitted effect of over 60% in size
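Compounds were added to a substrate mix at pH 7.2 (50 mM imidazole, 10 uM ATP, within the enzyme's linear range), followed by Kinase-Glo detection reagent; luminescence was measured after 8 minutes at ambient temperature.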
Epigenetic derep = Quantitative High-Throughput Screen for Regulators of Epigenetic Control | Potency, µM (series often up to 53.9 µM), inactives show top-dose GFP activation, actives largely listed as activators | AID 1865, 2009 | murine LDR cells, GFP reporter derepression, 30 h | actives 0.2% (n = 280,000); further: potency means the concentration at half of the fitted maximal effect; % of control where 0% means no effect; nearly all actives have a fitted effect of over 60% in size
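Derepression of a silenced CMV-GFP reporter in murine LDR cells is scored by enumerating GFP-positive cells with a laser-scanning microplate cytometer after 30 hours of treatment at 37 C.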
IMPase Li inh = qHTS Assay for Identifying the Cell-Membrane Permeable IMPase Inhibitors: Potentiation with Lithium; AID 1457, 2008; CHO-M1 cells, IP1 TR-FRET (IP-One), carbachol + lithium; actives 0.35% (n = 210,000); Potency, µM (doses to about 59.4 µM), inactives show at the top dose activity, negative = IMPase inhibition, most hits filed as inhibitors;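 further: IP1 builds up when IMPase is blocked and the TR-FRET signal falls; potency means the concentration at half of the fitted maximal effect; plate controls were basal vehicle for no effect and high inhibitor control for full effect; nearly all actives have a fitted effect of over 50% in size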
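Concentration–response in CHO-M1 cells, lithium-potentiated; 30 min at 37C. IP1 detected by competitive TR-FRET after 10 min lysis at RT. Hill-fitted AC50.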
HttQ103 aggreg = qHTS Multiplex Assay to Identify Dual Action Probes in a Cell Model of Huntington: Aggregate Formation (GFP). AID 1688, 2009. actives 1.1% (n = 220,000). Potency, µM (titrated, usually from 46.1 µM), for inactives: at the top dose activity change, negative = inhibition, actives largely listed as inhibitors. PC12 HttQ103-GFP aggregates, Acumen cytometry, 40 h; further: potency means the concentration at half of the fitted maximal effect; on the % scale 0 is the no-effect control and ±100 the full control effect; nearly all actives have a fitted effect of over 60% in size
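PC12 cells with ecdysone-inducible HTT exon1 Q103-GFP, induced by 100 nM tebufenozide, given compounds in a concentration series. GFP aggregates (1–25 um, 6 SD above background) counted in lysates by laser-scanning cytometry, 488 nm excitation.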
NPSR antag = qHTS Assay for Antagonists of the Neuropeptide S Receptor: cAMP Signal Transduction; AID 1461, 2008; Potency, µM (highest dose often 38.3 µM), inactives show top-dose activity change, negative = inhibition, hits mostly inhibitors; actives 1% (n = 220,000); CHO-NPSR cells, cAMP TR-FRET, antagonist mode; further: potency means the concentration at half of the fitted maximal effect; on the % scale 0 is the no-effect control and ±100 the full control effect; nearly all actives have a fitted effect of over 50% in size; many of its hits are not listed in these tables
Target sequence (Q6W5P4 whole entry, looked up): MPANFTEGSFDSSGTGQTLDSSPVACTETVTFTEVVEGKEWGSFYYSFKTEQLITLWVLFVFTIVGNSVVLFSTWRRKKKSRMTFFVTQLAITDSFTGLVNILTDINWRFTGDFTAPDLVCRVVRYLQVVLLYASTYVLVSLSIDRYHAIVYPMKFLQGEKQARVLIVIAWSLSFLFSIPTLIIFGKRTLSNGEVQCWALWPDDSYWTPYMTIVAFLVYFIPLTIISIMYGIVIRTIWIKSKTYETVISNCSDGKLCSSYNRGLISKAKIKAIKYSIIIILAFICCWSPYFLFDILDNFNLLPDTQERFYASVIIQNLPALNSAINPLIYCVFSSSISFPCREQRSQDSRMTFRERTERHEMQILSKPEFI
An asterisk follows results filed as active; ? = inconclusive; . = not tested or not shown; [ ] = remark or other dose. Unless noted, the call rests on the fitted dose curve; in most records, active means well fitted curve in the direction sought with a large enough effect; inconclusive means small, poorly fitted or top-dose-only effect, or another doubt; inactive means no such curve, though single readings can be large; an effect the other way counts as inactive or inconclusive.

SMILES	CBFb-RUNX1 inh	LMNA splice mod	KinaseGlo FLuc	Epigenetic derep	IMPase Li inh	HttQ103 aggreg	NPSR antag
Cc1cc(Cl)c(S(=O)(=O)NCC2CCCO2)cc1OCC(=O)NC1CCCCC1 (configuration not stated)	-5%	?	3%	4.4%	24%[38.3 µM]	5%[9.22 µM]	-7%[46.1 µM]
O=C(N/N=C\C=C\c1ccc2c(c1)OCO2)C1COc2cc3ccccc3cc2O1 (configuration not stated)	0%	5%	-5%	-1.2%	9%[38.3 µM]	15%	-16%[46.1 µM]
CCOC(=O)c1ccc2c(c1)nc(C1CCN(S(=O)(=O)c3cccs3)CC1)n2CC	8%	?	0%	-1.0%	27%[38.3 µM]	-40%	-27%[46.1 µM]
Nc1nc(-c2cccc(NS(=O)(=O)c3ccccc3)c2)cs1	4%	?	-4%	0.9%	14%	?	-21%[46.1 µM]
Cc1cccc(NC(=O)C(=O)NCc2ccc3c(c2)OCO3)c1C	4%	.	1%	14%	-1%	22%[9.22 µM]	-5%
O=C(NCc1ccncc1)C(=O)N/N=C/c1ccccc1OCc1ccccc1	-5%	?	7%	-2.0%	-13%	-4%	7%
O=C(Nc1c2c(nc3ccccc13)CCCC2)c1ccccc1F	0%	-2%	0%	-1.0%	6%	?	9%
O=C(Nc1ccc(N2CCN(C(=O)c3ccco3)CC2)c(Cl)c1)c1cccs1	0%	?	-1%	0.0%	32%[38.3 µM]	?	-25%[46.1 µM]
Cc1ccc(S(=O)(=O)N2CCC(NC(=O)c3cccc(C)c3)CC2)cc1	2%	11%[46 µM]	2%	-2.9%	4%	-8%[9.22 µM]	5%
Cc1cc(NC(=O)CSc2nnnn2-c2ccc(C)c(C)c2)no1	8%	?	1%	8.2%	5%	8%[9.22 µM]	-4%
CCOC(=O)C(c1ccccc1)C(Nc1ccc(F)cc1)c1ccccn1 (configuration not stated)	10%	.	.	3.2%	.	-1%[9.22 µM]	?
CCN(C(=O)Cc1nc(N)n[nH]1)C1(C(=O)Nc2ccccc2)CCCCC1	?	.	-2%	-1.1%	-8%	3%	14%
CC(=O)OC1COC(n2ccc3cc([N+](=O)[O-])ccc32)C(OC(C)=O)C1OC(C)=O (configuration not stated)	3%	-3%	7%	-1.2%	3%	0%	-6%[46.1 µM]
Cc1cc(O)ccc1-c1cnc2ccccc2n1	0%	2%	.	-5.0%	.	9%	-14%[46.1 µM]
O=C(Cn1nnc(-c2ccccc2NC(=O)C2CC2)n1)NC1CCCCC1	2%	?	.	-5.5%	.	-11%	-3%[46.1 µM]
O=C(NCc1ccccc1)c1cncc(Br)c1	11%	-4%	-1%	-2.0%	-2%	-21%	-1%
CC1CCN(C(=O)C2CCN(S(=O)(=O)c3cccc4nsnc34)CC2)CC1	-3%	.	0%	2.6%	0%	4%	8%
O=C(CNC(=O)c1ccccc1F)N/N=C/c1cn[nH]c1-c1ccccc1	4%	-17%	4%	0.0%	20%	5%	7%
CC(C)Cc1nc(NCCN2CCOCC2)c(C#N)c2c1COC(C)(C)C2	9%	-1%	-2%	-2.1%	25%[38.3 µM]	4%	-23%[46.1 µM]
Oc1ccccc1N1CCN(C(=S)NCCc2ccccc2)CC1	-7%	?	-3%	0.0%	-3%	-2%	17%
O=C(c1ccccc1OCc1ccccc1Br)N1CCN(c2ncccn2)CC1	0%	?	1%	0.0%	-2%[38.3 µM]	3%	-29%[46.1 µM]
Cc1cccc(NC(=O)c2cc(Cl)nc3ccccc23)c1	5%	3%	-3%	-1.1%	5%[38.3 µM]	-9%	-19%[46.1 µM]
CC(=O)Nc1cccc(NC(=O)Nc2ccc(C(C)=O)cc2)c1	12%	-5%	1%	0.2%	21%[38.3 µM]	-5%	22%[46.1 µM]
CCN(CC)Cc1ccc(OC)c(Cl)c1	2%	.	.	0.0%	.	-2%[9.22 µM]	1%[7.67 µM]
CCCCn1c(NCCO)nc2ccccc21	1%	-7%	1%	0.0%	4%	-17%	7%[46.1 µM]
C/C(=N\NC(=O)c1c(Br)cnn1C)c1ccc(NC(=O)c2ccc(F)cc2)cc1	6%	19%[46 µM]	-2%	0.0%	1%	.	4%
Cn1c(=O)c2c(nc(NNC(=O)C(F)(F)F)n2C)n(C)c1=O	0%	.	-1%	-0.4%	1%	1%	4%
Cn1c(=O)n(C)c2cc([N+](=O)[O-])c(N3CCN(S(=O)(=O)c4ccccc4)CC3)cc21	-4%	?	.	-0.9%	.	?	-15%[46.1 µM]
COc1cc(SC)ccc1C(=O)Nc1ccc2c(c1)OCCO2	3%	0%	-18%	-1.0%	-1%[38.3 µM]	-2%	-28%[46.1 µM]
COc1cc(OC)c(OC)cc1CN1CCN(Cc2cccn2C)CC1	-11%	-9%	-2%	-1.1%	8%	25%	26%
Cc1ccnc(NS(=O)(=O)c2ccc(NC(=O)c3ccc(N4C(=O)CCC4=O)cc3)cc2)n1	-6%	-14%	1%	-3.0%	-2%	22%	15%
Cc1ccc(Nc2c([N+](=O)[O-])c(=O)oc3ccccc23)cc1C	1%	?	-6%	5.6%	-2%	-6%[9.22 µM]	24%
CCOC(=O)N1CCN(C(=O)CN(c2cc(Cl)ccc2OC)S(=O)(=O)c2ccccc2)CC1	0%	16%	2%	-4.5%	11%[38.3 µM]	8%	-17%[46.1 µM]
COC(=O)CC1C(=O)NCCN1C(=S)NC(=O)C(c1ccccc1)c1ccccc1 (configuration not stated)	-3%	-9%	2%	-1.0%	-6%	-11%	-3%
CS(=O)(=O)N1CCC(Oc2ccccc2C(=O)N2CCN(CC3CC3)CC2)CC1	2%	?	-2%	5.1%	9%	12%[9.22 µM]	7%
CCN1CC=C2C(C#N)=C(N)C(C#N)(C#N)C(c3cc(Cl)ccc3Cl)C2C1 (configuration not stated)	-10%	-9%	-8%	1.7%	-8%[38.3 µM]	22%	-8%[46.1 µM]
CCOc1cc(C)c(S(=O)(=O)Nc2ccc(F)cc2)cc1C	0%	?	-3%	0.0%	30%[38.3 µM]	?	-17%[46.1 µM]
CCOC(=O)C1=C(c2ccccc2)NC(=O)NC1c1cc(Br)c(O)c(OC)c1 (configuration not stated)	-13%	.	3%	0.0%	6%	19%	0%
CCSc1nc(-c2cccs2)nc2ccccc12	10%	.	.	-0.2%	-12%	1%	-8%
O=C(COc1ccccc1Cl)NCCc1ccc2c(c1)OCCO2	-7%	-21%	3%	0.0%	18%	-5%	-8%[46.1 µM]
Cc1c(NC(=O)c2cccc(-c3cc4ccccc4oc3=O)c2)cccc1-c1nc2ncccc2o1	-14%	-1%	3%	3.6%	-7%	-25%	-13%[46.1 µM]
CS(=O)(=O)N1CCN(c2ccccc2NC(=O)CSc2nnc(-c3ccco3)o2)CC1	10%	-10%	2%	-7.3%	-1%	2%	11%
O=C(N[C@@H](Cc1ccccc1)C(=O)O)c1c(F)c(F)c(F)c(F)c1F	10%	.	.	7.0%	2%	-3%[9.22 µM]	-16%
COc1ccc(OC)c2sc(NC(=O)C3=COCCO3)nc12	5%	-7%	-17%	1.9%	3%[38.3 µM]	-29%	-10%[46.1 µM]
O=C(CSc1nc(-c2ccccc2)nc2ccccc12)Nc1cccc(C(=O)O)c1	4%	?	2%	-1.5%	?	5%[9.22 µM]	-38%
CS(=O)(=O)Nc1ccccc1C(=O)c1ccccc1	3%	-9%	2%	2.4%	-11%[38.3 µM]	1%	-9%[46.1 µM]
Cc1ccc(CC2CC(=O)N(c3cc(Cl)ccn3)C2=O)cc1 (configuration not stated)	-2%	.	.	-1.6%	.	5%[9.22 µM]	-2%
CC1CCN(C(=O)Cn2c(SCC(=O)Nc3nccs3)nc3ccccc32)CC1	2%	13%	-1%	-1.0%	28%[38.3 µM]	5%	-10%[46.1 µM]
O=C(Nc1ccc2c(c1)C(=O)N(CC1CCCO1)C2=O)c1ccccc1Br (configuration not stated)	-2%	9%	-2%	-1.2%	-6%[38.3 µM]	6%	-2%[46.1 µM]
O=C(c1ccco1)c1nc2c(n1O)CCCCC2	4%	2%	2%	10%	18%[38.3 µM]	19%[9.22 µM]	-10%[46.1 µM]

In another format: entries from further up
The line under a structure holds: CBFb-RUNX1 inh	LMNA splice mod	KinaseGlo FLuc	Epigenetic derep	IMPase Li inh	HttQ103 aggreg	NPSR antag
- Cc1cc(Cl)c(S(=O)(=O)NCC2CCCO2)cc1OCC(=O)NC1CCCCC1 (configuration not stated)
→ -5%	?	3%	4.4%	24%[38.3 µM]	5%[9.22 µM]	-7%[46.1 µM]
- O=C(N/N=C\C=C\c1ccc2c(c1)OCO2)C1COc2cc3ccccc3cc2O1 (configuration not stated)
→ 0%	5%	-5%	-1.2%	9%[38.3 µM]	15%	-16%[46.1 µM]
- CCOC(=O)c1ccc2c(c1)nc(C1CCN(S(=O)(=O)c3cccs3)CC1)n2CC
→ 8%	?	0%	-1.0%	27%[38.3 µM]	-40%	-27%[46.1 µM]

The listing continues.
SMILES	CBFb-RUNX1 inh	LMNA splice mod	KinaseGlo FLuc	Epigenetic derep	IMPase Li inh	HttQ103 aggreg	NPSR antag
CCO[C@@H]1OC(C(=O)N2CCN(Cc3ccccc3)CC2)=C[C@H](c2ccc(C(F)(F)F)cc2)[C@H]1CCCO	0%	.	.	-0.7%	-8%	-7%[9.22 µM]	?
Cc1nnc2ccc(N3CCOCC3)nn12	-1%	-6%	18%	2.9%	24%[38.3 µM]	5%	1%[46.1 µM]
O=C(NCc1cccnc1)c1cn(CCc2ccccc2)nn1	8%	-13%	1%	0.0%	19%[38.3 µM]	-7%	2%[46.1 µM]
CCN1CCN(C(c2ccccc2)c2nnnn2Cc2ccc3c(c2)OCO3)CC1 (configuration not stated)	4%	-7%[46 µM]	0%	1.5%	8%	1%[9.22 µM]	-7%
CCOc1ccc2cc(C#N)c(SCC(=O)N3CCC(C)CC3)nc2c1	9%	11%	0%	6.1%	?	9%	?
O=C(N/N=C/C=C/c1ccccc1)c1cc2c(ccc3ccccc32)o1	2%	?	-4%	0.0%	-5%[38.3 µM]	-15%	-4%[46.1 µM]
CCn1c2ccccc2c2nc3ccccc3nc21	?	-2%	-6%	1.3%	-3%[38.3 µM]	0%	-3%[46.1 µM]
COc1ccc(OCC(O)CNC(=O)Nc2ccc(C(C)(C)C)cc2)cc1 (configuration not stated)	-2%	.	.	1.6%	.	-14%[9.22 µM]	6%
Cc1ccccc1-n1c(=O)c2ccccc2n2c(=O)[nH]nc12	-1%	-10%	0%	-2.9%	1%	-3%	16%

A portion of the library; the hit share may differ from the screen's.
